Screening data: PubChem, several laboratories
CRFR2-BP antag – antagonists of CRF-binding protein/CRF-R2 receptor complex. hit rate 0.59% among 350,000. inhibition, % at 11.8 µM. AID 588475. HEK293 CRF-R2/CRF-BP, CRF-induced calcium fluorescence;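 active = inhibition of the ligand-induced calcium signal above about 50% at the single tested concentration, limit read from the data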
M5 ag – agonists of human muscarinic M5 receptor (CHRM5). P08912. CHO-K1 hM5 cells, Fluo-8 calcium fluorescence; 0% DMSO wells, 100% maximal acetylcholine response. activation, % at 3 µM. hit rate 0.19% among 360,000;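 active = activation above the run's mean over test compounds plus 3 SD, cut at about 23% in these data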;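 also: signal is peak over basal fluorescence ratio across the kinetic read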
Target sequence (P08912 whole entry, looked up): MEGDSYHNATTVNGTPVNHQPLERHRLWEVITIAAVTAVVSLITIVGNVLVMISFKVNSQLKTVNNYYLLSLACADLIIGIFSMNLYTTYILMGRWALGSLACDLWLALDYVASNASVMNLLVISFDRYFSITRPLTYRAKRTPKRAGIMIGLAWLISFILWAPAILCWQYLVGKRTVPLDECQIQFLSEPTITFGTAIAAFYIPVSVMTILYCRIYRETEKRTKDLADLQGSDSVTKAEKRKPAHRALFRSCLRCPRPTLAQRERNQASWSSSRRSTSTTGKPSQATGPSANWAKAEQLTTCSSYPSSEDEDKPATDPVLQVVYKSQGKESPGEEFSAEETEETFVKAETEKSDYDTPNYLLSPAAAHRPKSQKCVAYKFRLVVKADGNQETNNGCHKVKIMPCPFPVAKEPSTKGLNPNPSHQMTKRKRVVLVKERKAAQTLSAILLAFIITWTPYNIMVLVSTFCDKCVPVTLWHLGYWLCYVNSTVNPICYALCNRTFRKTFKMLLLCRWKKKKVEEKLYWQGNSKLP
TAAR1 agonist – agonists of human TAAR1; hit rate 0.99% among 360,000; Q96RJ0; activation, % at 3 µM; AID 624467; CHO RD-HGA16 TAAR1, Fluo-8 calcium fluorescence; vehicle wells 0%, saturating PEA agonist 100%;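 active = activation above the mean activation of all test compounds in the run plus 3 SD, cut at about 38% in these data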
Target sequence (Q96RJ0 whole entry, looked up): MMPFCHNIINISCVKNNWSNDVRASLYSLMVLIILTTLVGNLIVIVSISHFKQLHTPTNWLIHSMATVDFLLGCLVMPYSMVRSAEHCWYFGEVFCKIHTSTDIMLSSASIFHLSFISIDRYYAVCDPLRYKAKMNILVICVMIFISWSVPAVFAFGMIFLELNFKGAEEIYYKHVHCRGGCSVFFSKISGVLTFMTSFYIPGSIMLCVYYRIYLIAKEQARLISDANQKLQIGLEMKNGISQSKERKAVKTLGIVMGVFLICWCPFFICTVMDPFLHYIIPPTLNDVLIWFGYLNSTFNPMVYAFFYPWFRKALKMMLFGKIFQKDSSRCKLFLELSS
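Assay system: CHO-derived RD-HGA16 cells with stable Gα16 and human TAAR1; timing: 17-24 h seeding, 75 min 37 °C dye, 30 min RT; read-out: % activation from peak over basal fluorescence ratio, DMSO-to-PEA scaled; measured by: kinetic Fluo-8 calcium fluorescence; benchmarks: low control DMSO, high control PEA (EC100); doses: 3 µM single concentration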
M5 PAM – CHRM5 positive allosteric modulation | P08912 | CHO-K1 hM5, Fluo-8 calcium, ACh EC20 PAM; 0% = ACh EC20, 100% = ACh EC100 | activation, % at 3 µM | hit rate 0.3% among 360,000;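 active = activation above the run cutoff, the mean activation of all test compounds plus 3 SD, cut at about 18% in these data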
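System: CHO-K1 cell line with stable human muscarinic M5 receptor expression | Also added: EC20 acetylcholine as agonist stimulus | Compound: One concentration, 3 µM final (nominal) | Timing: Fluo-8 loading 80 min at 37 °C plus 30 min room temperature | Measured by: Fluo-8 calcium dye fluorescence, kinetic read | Read-out basis: % activation, ACh-normalized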
M1 PAM parental – counter-screen for M1 PAMs: effect in parental CHO-K1 cells; activation, % at 3 µM; ATP EC20, Fluo-8 calcium fluorescence; 0% at ATP EC20, 100% at ATP max; hit rate 0.02% among 360,000;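 active = activation above the run cutoff, the mean activation of all test compounds plus 3 SD, cut at about 40% in these data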;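 also: peak over basal fluorescence ratio in a 140 s read after ATP addition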
CHRM4 PAM – CHRM4 positive allosteric modulation. P08173. CHO-K1 hM4/Gqi5, Fluo-8 calcium fluorescence, ACh EC20; 0% = ACh EC20, 100% = maximal ACh. activation, % at 3 µM. hit rate 0.4% among 360,000;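 active = activation above its plate's cutoff, the mean activation of sample wells plus 3 SD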; also: some results filed as inactive read as strong as hits
TAAR1 antagonist – antagonists of human TAAR1. Q96RJ0. AID 624466. CHO RD-HGA16 TAAR1, Fluo-8 calcium fluorescence, antagonist. hit rate 1.5% among 360,000. inhibition, % at 3 µM;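 active = inhibition above a per-plate cutoff, the mean inhibition of test compounds on that plate plus 3 SD, cut at about 49% in these data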;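 also: 0% = DMSO plus EC80 beta-PEA response and 100% = DMSO alone without agonist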
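Material: CHO RD-HGA16 cells bearing hTAAR1; compound dosing: one-point dosing, 3 µM nominal final; schedule: dye loading 75 min at 37 °C, then 30 min room temperature; measured by: calcium fluorescence with Fluo-8; control set: vehicle and agonist controls; replication: n of 1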
CHRM5 antagonist – CHRM5 antagonism in calcium assay; inhibition, % at 3 µM; hit rate 0.59% among 360,000; CHO-hM5 cells, Fluo-8 calcium fluorescence, ACh EC80;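 active = inhibition above a per-plate cutoff, the mean of that plate's test compounds plus 3 SD, cut at about 27% in these data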;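 also: 0% = acetylcholine EC80 with DMSO and 100% = DMSO without agonist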
CRFR2-BP ag – agonists of human CRF-binding protein/CRF-R2 receptor complex. HEK293 CRF-R2/CRF-BP, calcium dye fluorescence (FLIPR); percent of saturating CRF peptide response. activation, % at 13.2 µM. hit rate 0.46% among 350,000;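 active = activation of at least 50%, plus an integration ratio under a set limit after plate pattern correction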;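 also: plate controls were neutral control wells without compound for no effect and CRF at EC100 for full effect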
The depositor's hits bear a star. Random draw from the library; 4.2% or so of the library scored in one or more.

SMILES | CRFR2-BP antag | M5 ag | TAAR1 agonist | M5 PAM | M1 PAM parental | CHRM4 PAM | TAAR1 antagonist | CHRM5 antagonist | CRFR2-BP ag
CCN(C(=O)COC(=O)c1ccc[nH]c1=O)c1cccc2ccccc12 | 1.1 | 1.0 | 0.5 | 6.1 | 18.0 | 1.4 | 0.6 | 3.6 | -0.5
COc1ccccc1C(=O)Nc1ccc2c(c1)CCCN2C(=O)c1ccccc1 | 5.0 | -3.4 | 1.8 | -1.8 | 12.2 | -3.0 | 25.1 | 0.1 | -0.6
O=C1CC(N2CCc3ccccc32)C(=O)N1c1ccccc1 (centres undefined) | -8.3 | -0.5 | 8.3 | 3.3 | 6.4 | 6.9 | 2.9 | 1.9 | 0.5
O=C(NCC1CCCO1)c1ccc(NC(=O)c2cccc(Br)c2)cc1 (centres undefined) | -14.1 | 3.9 | 13.3 | -5.1 | 11.9 | 5.5 | 25.9 | 1.6 | -1.4
Cc1ccc(-c2nc(C(=O)NCC3CCCO3)cc3c2[nH]c2ccccc23)cc1 (centres undefined) | -17.2 | 3.8 | 3.8 | -21.0 | -9.6 | -14.5 | 75.8* | 19.0 | -0.6
COc1ccc(C(=O)/C=C/c2ccc(OCc3ccccc3)cc2)cc1CSCC(=O)O | -5.2 | 6.8 | 13.3 | -0.3 | 6.7 | 2.7 | 62.2* | 2.2 | -1.0
CCOc1cc(NC(=O)c2cccs2)c(OCC)cc1NC(=O)c1ccccn1 | 7.4 | -0.4 | 1.6 | -4.8 | 30.1 | 7.2 | -4.2 | 4.7 | 8.6
N#Cc1c(N)nc2c(c1N)CC(CCl)O2 (centres undefined) | -9.6 | 0.8 | 1.2 | -1.4 | 12.8 | 1.2 | -18.3 | 5.0 | 4.0
O=C1C2C(c3ccccc3)=NN(c3ccccc3)C2C(=O)N1c1ccccc1 (centres undefined) | -12.3 | -0.7 | 1.3 | 1.6 | 26.4 | 6.2 | -20.8 | -0.7 | 1.8
O=C(c1ccc(F)cc1)c1cc2ccccc2o1 | 16.5 | -1.1 | 11.7 | -5.3 | -0.7 | 5.7 | -3.7 | 6.6 | -3.3

Of the compounds above, these have an NH in an aromatic ring.
SMILES | CRFR2-BP antag | M5 ag | TAAR1 agonist | M5 PAM | M1 PAM parental | CHRM4 PAM | TAAR1 antagonist | CHRM5 antagonist | CRFR2-BP ag
CCN(C(=O)COC(=O)c1ccc[nH]c1=O)c1cccc2ccccc12 | 1.1 | 1.0 | 0.5 | 6.1 | 18.0 | 1.4 | 0.6 | 3.6 | -0.5
Cc1ccc(-c2nc(C(=O)NCC3CCCO3)cc3c2[nH]c2ccccc23)cc1 (centres undefined) | -17.2 | 3.8 | 3.8 | -21.0 | -9.6 | -14.5 | 75.8* | 19.0 | -0.6

An excerpt taken from the entries so far, for reference:
SMILES | CRFR2-BP antag | M5 ag | TAAR1 agonist | M5 PAM | M1 PAM parental | CHRM4 PAM | TAAR1 antagonist | CHRM5 antagonist | CRFR2-BP ag
O=C1CC(N2CCc3ccccc32)C(=O)N1c1ccccc1 (centres undefined) | -8.3 | -0.5 | 8.3 | 3.3 | 6.4 | 6.9 | 2.9 | 1.9 | 0.5
O=C(NCC1CCCO1)c1ccc(NC(=O)c2cccc(Br)c2)cc1 (centres undefined) | -14.1 | 3.9 | 13.3 | -5.1 | 11.9 | 5.5 | 25.9 | 1.6 | -1.4
Cc1ccc(-c2nc(C(=O)NCC3CCCO3)cc3c2[nH]c2ccccc23)cc1 (centres undefined) | -17.2 | 3.8 | 3.8 | -21.0 | -9.6 | -14.5 | 75.8* | 19.0 | -0.6

The list continues:
SMILES | CRFR2-BP antag | M5 ag | TAAR1 agonist | M5 PAM | M1 PAM parental | CHRM4 PAM | TAAR1 antagonist | CHRM5 antagonist | CRFR2-BP ag
C=CCOc1ccc(/C=N/NC(=O)CN2CCCCC2)cc1OC | -2.7 | -1.5 | 4.2 | -2.2 | 10.0 | -2.9 | -6.4 | 6.8 | 0.5
O=C(N/N=C/c1cccnc1)c1cccc(Br)c1 | -2.2 | 6.1 | -0.5 | 1.2 | 21.6 | -3.2 | 7.4 | -4.0 | 1.0
Cc1cc(C)cc(OCC(=O)Nc2ccc(CN3CCCCC3)cc2)c1 | -18.9 | -15.6 | 2.5 | 2.7 | 11.6 | -6.8 | -11.1 | 5.3 | 3.2
Cc1c(NC(=S)NC(=O)C(C)(C)C)cccc1[N+](=O)[O-] | -8.2 | -1.4 | 1.9 | -0.5 | 23.7 | -6.2 | 2.0 | -2.2 | 0.6
CCOC(=O)C1=C(COC(=O)c2ccc(OC)c(S(=O)(=O)N3CCOCC3)c2)NC(=O)NC1C (centres undefined) | 8.8 | 1.2 | 2.4 | 4.8 | 11.9 | 2.3 | 6.5 | 10.7 | -1.3
Cc1cc(OC(=O)N2CCOCC2)cc(C)c1Cl | -13.1 | -8.6 | 13.3 | -1.4 | 25.8 | 7.8 | -18.2 | -11.4 | -0.4
CCCCN(C(=O)CCNC(=O)NC12CC3CC(CC(C3)C1)C2)c1c(N)n(CCCC)c(=O)[nH]c1=O | -3.5 | 0.1 | -0.8 | -8.4 | -11.3 | 6.3 | -6.8 | 5.7 | 0.2
COc1cc(/C=N/NC(=O)c2ccc(Cl)c(S(N)(=O)=O)c2)ccc1OCC(N)=O | 1.1 | -0.5 | 5.4 | -2.1 | 9.9 | 6.4 | -22.2 | 11.1 | 1.6
C=CCn1c(C)nc2ccccc2c1=O | 4.9 | -2.7 | 0.7 | 2.1 | -3.4 | 0.2 | -2.6 | -5.9 | -0.3
COc1ccc(CN2C(=O)C(CC(C)C)Nc3ncnc(N4CCOCC4)c32)cc1 (centres undefined) | -3.0 | 1.8 | 8.5 | 5.7 | 6.6 | 0.1 | -5.7 | -3.6 | 0.0
COc1cc(OC)c(OC)cc1/C=C/c1cc(C(F)(F)F)[nH]c(=O)n1 | -43.4 | 1.8 | 6.0 | 2.6 | 21.0 | 7.2 | -5.2 | -9.3 | 28.3
CC(C)(C)OC(=O)N1CCC(c2c(C(=O)NCC3CCN(C4CCCC4)C3)cnn2-c2ccc(F)cc2)CC1 (centres undefined) | -9.4 | -5.2 | 2.0 | 0.1 | 6.2 | -0.6 | -4.9 | 7.2 | 3.0
COc1cc(O)c(C(CC(=O)N2CCCC(C)C2)c2ccc(N(C)C)cc2)c(OC)c1 (centres undefined) | 2.5 | -6.3 | 28.8 | 7.0 | 8.7 | -4.7 | -3.4 | -1.9 | 1.8
CC1CC(C)CN(CCCCOc2ccc([N+](=O)[O-])cc2)C1 (centres undefined) | -4.8 | -9.2 | 3.1 | -0.7 | 21.3 | -8.7 | -17.1 | 2.6 | 1.9
O=c1oc(-c2ccccc2)nc2c1C1(CCCCC1)Cc1ccccc1-2 | -5.1 | 1.3 | 15.4 | 6.1 | 4.0 | 4.3 | -1.2 | -11.8 | 9.2
O=C(NCC1CCCO1)C1CCC(N2C(=O)c3ccccc3C2=O)CC1 (centres undefined) | 1.4 | 1.2 | 6.8 | -6.2 | 14.1 | 8.5 | 10.6 | -5.4 | -0.1
CS(=O)(=O)c1ccccc1-c1nnc(-c2ccc(Cl)cc2)o1 | -4.0 | -0.8 | 2.0 | -1.0 | 11.3 | -5.7 | 6.9 | -17.7 | 3.6
C/C(=N\O)c1cc(Cl)cc(Cl)c1O | 0.1 | -3.6 | 2.1 | 3.9 | -18.1 | -13.5 | -38.0 | 4.0 | -0.8
CCOC(=O)c1[nH]c2ccccc2c1NC(=O)COC | -12.1 | 0.5 | 0.2 | -3.8 | 13.6 | 5.2 | -1.5 | -0.3 | 2.1
Cc1nn(-c2cccc(Cl)c2)c2c1C(c1ccncc1)C(C#N)=C(N)O2 (centres undefined) | -12.5 | 4.4 | 1.1 | 0.3 | 17.0 | 9.5 | 8.0 | -3.0 | 0.8
COc1cccc(C(=O)NOCc2ccccc2)c1OC | 4.2 | 1.4 | 6.5 | 4.7 | 5.0 | -1.1 | 8.5 | -6.0 | 0.0
Cc1cccc(NC(=S)NNC(=O)CCn2cc(C)cn2)c1 | 16.1 | 2.6 | 10.2 | 10.2 | 3.2 | 7.8 | 8.1 | -4.5 | 1.9
CC(C)=CCN1CCC(n2nccc2NC(=O)c2ccccc2Cl)CC1 | -0.6 | -6.3 | 2.7 | -5.3 | 1.4 | 3.2 | -26.4 | 1.8 | 0.7
O=C(Cc1cccs1)N[C@@H]1c2ccccc2CC[C@@H]1OCc1ccccc1 | 5.6 | 0.2 | 59.5* | -5.5 | 21.5 | 2.2 | 82.5* | 13.0 | -4.8
O=C1CC2(CCN(C(=O)C3CC(=O)N(c4ccccc4)C3)CC2)Oc2ccccc21 (centres undefined) | 9.9 | -1.9 | 1.0 | -6.7 | 1.1 | 0.5 | -16.8 | 1.9 | -2.7
O=C(c1cccc(Cl)c1)N1CCC(C(=O)N2CCN(Cc3ccccc3)CC2)CC1 | -11.7 | -1.9 | 1.7 | 2.8 | 14.9 | 3.9 | 0.2 | -2.3 | 10.5
Cc1nn(-c2ncc(C(F)(F)F)cc2Cl)c(=O)n1-c1cccc(Cl)c1 | -35.2 | -0.3 | -0.8 | -2.0 | 3.2 | 6.3 | 1.6 | 1.6 | 0.7
COc1ccc2oc(C(=O)Nc3nc4ccccc4[nH]3)c(C)c2c1 | -28.8 | 11.6 | 5.3 | -13.2 | 11.4 | -2.6 | 11.7 | 5.3 | 3.1
COc1ccc(Cc2nc3c4c(ncn3n2)Oc2c(ccc3ccccc23)C4c2ccc(OC)c(OC)c2)cc1 (centres undefined) | 5.4 | 1.3 | 3.3 | 3.4 | 15.7 | -3.0 | -14.6 | -8.3 | 0.0
COc1ccc(/C=C2\SC(=O)N(CCC(=O)NC3CCS(=O)(=O)C3)C2=O)cc1 (centres undefined) | 1.7 | -0.3 | 0.7 | 1.9 | 7.2 | -2.7 | -10.8 | 2.7 | -1.9
CCC(C)Nc1nc(N)c([N+](=O)[O-])c(NCc2ccccc2)n1 (centres undefined) | -12.8 | -7.7 | 17.1 | 3.2 | 29.9 | 1.6 | 0.0 | 2.5 | 0.0
CCCC/C(O)=C1\C(=O)CC(C)(C)CC1=Nc1ccc(OC)cc1 | 4.0 | -0.9 | 15.4 | -1.1 | 20.3 | -16.8 | -5.0 | -1.9 | 0.0
CCC(Sc1nnnn1C)C(=O)Nc1ccc(C(C)=O)cc1 (centres undefined) | 6.0 | -0.7 | 2.6 | -5.6 | -2.0 | -4.2 | 4.0 | 4.4 | -0.5
O=C(Nc1cccnc1)c1cc2cc(Br)ccc2o1 | -20.5 | 4.0 | 2.3 | 6.5 | 16.0 | 0.5 | -17.3 | -1.8 | 0.2
Cc1ccc2c(c1)c1c(n2CC(O)CN2CCC(C)CC2)CCCC1 (centres undefined) | -12.1 | -7.4 | 4.7 | 6.3 | 4.2 | -5.3 | -2.3 | -5.2 | 4.1
CC[N+](C)(CC)CCC(c1ccccc1)C1CCCCC1 (centres undefined) | 8.0 | -25.6 | 4.6 | -31.6 | 28.5 | -15.2 | -17.0 | 99.0* | -1.1
COCCCNC(=O)CCSc1ccc(Cl)cc1 | 0.2 | -6.2 | 3.8 | 8.0 | 5.2 | 1.3 | -14.6 | 4.2 | -1.3
